Compound activity: PubChem, National Center for Advancing Translational Sciences (NCATS)
LmPK inhibitor: LmPK (Leishmania mexicana) enzyme inhibition. Q27686. purified LmPK, Kinase-Glo ATP luminescence, 1 h. Potency, µM (series often up to 57.5 µM), for inactives: at the highest dose activity change, negative = inhibition, hits mostly inhibitors. hit rate 0.37% among 290,000; note: potency is the fitted concentration of half-maximal effect
Target sequence (Q27686 whole entry, looked up): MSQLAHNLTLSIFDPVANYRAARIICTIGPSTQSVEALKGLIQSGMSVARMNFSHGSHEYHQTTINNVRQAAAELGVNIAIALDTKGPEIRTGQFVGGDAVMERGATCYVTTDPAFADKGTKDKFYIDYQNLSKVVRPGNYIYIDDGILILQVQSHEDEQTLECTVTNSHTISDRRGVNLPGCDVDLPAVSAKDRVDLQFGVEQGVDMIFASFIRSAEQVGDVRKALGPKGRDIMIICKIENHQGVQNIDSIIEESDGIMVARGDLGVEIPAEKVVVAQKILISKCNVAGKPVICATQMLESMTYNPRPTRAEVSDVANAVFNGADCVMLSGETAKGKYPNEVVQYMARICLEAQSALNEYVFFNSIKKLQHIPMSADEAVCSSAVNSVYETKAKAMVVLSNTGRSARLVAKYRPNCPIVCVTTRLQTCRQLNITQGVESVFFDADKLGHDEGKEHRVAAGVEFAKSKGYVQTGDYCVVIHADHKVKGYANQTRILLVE
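0.1 nM LmPK, 0.5 mM PEP, 0.1 mM ADP; 50 mM imidazole pH 7.2, 7 mM MgCl2, 50 mM KCl; 1 h RT. Kinase-Glo luminescence readout, normalized to no-enzyme (full inhibition) and uninhibited wells.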
AmpC no deterg: blocks E. coli AmpC beta-lactamase in detergent-free assay; P00811; AmpC nitrocefin hydrolysis, absorbance 480 nm, 0.0001% Triton; Potency, µM (highest dose often 57.1 µM), for inactives: at the highest dose activity change, negative = inhibition, most hits filed as inhibitors; hit rate 0.52% among 330,000; AID 485341;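 note: potency is the fitted concentration of half-maximal effect; plate controls were no compound for no effect and no enzyme for full effect; nearly all actives have a fitted effect of over 20% in size; some results filed as inactive show a strong effect at the top dose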
Target sequence (P00811 whole entry, looked up): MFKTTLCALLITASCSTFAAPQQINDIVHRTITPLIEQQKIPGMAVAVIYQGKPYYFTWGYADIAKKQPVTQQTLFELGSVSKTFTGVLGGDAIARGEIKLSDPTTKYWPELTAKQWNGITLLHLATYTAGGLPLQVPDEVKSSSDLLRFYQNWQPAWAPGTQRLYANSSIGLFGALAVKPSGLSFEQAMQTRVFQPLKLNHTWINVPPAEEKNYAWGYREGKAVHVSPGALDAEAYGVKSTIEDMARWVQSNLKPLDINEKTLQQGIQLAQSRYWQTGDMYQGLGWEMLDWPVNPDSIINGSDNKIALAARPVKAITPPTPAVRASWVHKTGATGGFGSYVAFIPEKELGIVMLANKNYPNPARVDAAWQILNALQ
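20 mM phosphate pH 7.0 + 0.01% (detergent screen) or 0.0001% Triton X-100; 5.3 nM AmpC reagent; cpd preinc 15 min RT; nitrocefin (800 uM stock) to start; A480 q20 s × 4 min; Activity was normalised to no-enzyme and no-compound control wells.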
HCV inh: inhibitors of hepatitis C virus infection; Huh7.5.1 HCVcc-Cre infection, luciferase reporter, 44 h; Potency, µM (titrated, usually from 41.8 µM), inactives show at the highest dose activity change, negative = inhibition, hits mostly inhibitors; hit rate 3.4% among 340,000; note: potency is the fitted concentration of half-maximal effect
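Antiviral activity was scored by luciferase reporter output from cells infected with HCVcc-Cre (~0.5 moi) in presence of compound, 44 h infection period, cells seeded 1,000/well 4 h prior.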
HCMV antiviral: blocks human cytomegalovirus replication. HFF cells, HCMV-luciferase reporter, 72 h; active compounds read low. activity change, negative = inhibition, % at 57.5 µM. hit rate 4.5% among 410,000. AID 1259415; in the data active = activity change below about -60%; inconclusive = no clear call, values can overlap the other calls; inactive = above about -39%
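Two compound doses tested in HFFs infected with HCMV-luciferase, MOI 1 PFU/cell, 72 h at 37C. Lysate luminescence read with OneGlo; data normalized against buffer-only and 10uM Salinomycin inhibitor controls.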
AmpC detergent: blocks E. coli AmpC beta-lactamase in detergent assay | AID 485294 | Potency, µM (doses to about 114 µM), for the others: at the highest dose activity change, negative = inhibition, actives largely listed as inhibitors | P00811 | hit rate 0.041% among 370,000 | AmpC hydrolysis of nitrocefin, absorbance 480 nm, 0.01% Triton;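 note: potency is the fitted concentration of half-maximal effect; 0% = no-compound wells and -100% = no-enzyme wells; nearly all actives have a fitted effect of over 25% in size; some results filed as inactive show a strong effect at the top dose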
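AmpC (5.3 nM in the dispensed reagent) in 20 mM phosphate pH 7.0 with 0.01% (detergent screen) or 0.0001% Triton X-100 was preincubated with compounds for 15 min at room temperature. Nitrocefin was then added from an 800 uM solution, and hydrolysis was followed at 480 nm.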
AMA1-RON2 inh: disrupts binding of P. falciparum AMA1 to RON2; AlphaScreen AMA1-biotinylated RON2 peptide binding; Potency, µM (highest dose often 58.2 µM), without a hit: top-dose activity change, negative = inhibition, usual class: inhibitors; hit rate 0.2% among 360,000; AID 720542;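 note: potency is the fitted concentration of half-maximal effect; 0% = vehicle wells and -100% = peptide control; nearly all actives have a fitted effect of over 45% in size; some results filed as inactive show a strong effect at the top dose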
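AMA1 (3D7) with his tag at 25 nM final met compounds first, then biotinylated RON2 peptide at 25 nM; detection used donor plus acceptor beads, 10 µg/mL apiece, read by AlphaScreen after 30 min at room temperature.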
TbPYK inhibitor: inhibitors of Trypanosoma brucei pyruvate kinase | Q57TT1 | TbPYK enzyme, Kinase-Glo Plus ATP luminescence, 45 min | Potency, µM (highest dose often 76.8 µM), without a hit: top-dose activity, negative = inhibition, usual class: inhibitors | hit rate 0.12% among 410,000 | AID 624173; note: potency is the fitted concentration of half-maximal effect; nearly all actives have a fitted effect of over 50% in size
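T. brucei PYK with substrate was exposed to pin-transferred compounds across a concentration series, then started with 130 uM ADP (final). After 45 min at room temperature, Kinase-Glo Plus luminescence was read, normalized and curve-fitted.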
* marks the source's active call; other numbers are inactive results; u = inconclusive; x = not tested or not shown; [ ] = dose if it differs, or a comment. Unless noted, calls come from the whole dose curve; as a rule, active = well fitted curve in the direction sought with a large enough effect; inconclusive = small, poorly fitted or top-dose-only effect, or another doubt; inactive = no such curve, though single readings can be large; an effect the other way counts as inactive or inconclusive. Unless noted, % is set by controls: 0 for no effect and ±100 for the full control effect.

molecule,TbPYK inhibitor,AMA1-RON2 inh,HCV inh,AmpC detergent,LmPK inhibitor,HCMV antiviral,AmpC no deterg
CCCOC(=O)CSC1=C(C#N)C(c2ccccc2Cl)CC(=O)N1 (stereo not drawn),-3%,6%,32µM*,-11%,6%,-8,-12%
CC(=O)N1CCc2cc(CNC(=O)Nc3cc(Cl)ccc3C)ccc21,4%,x,x,24%,x,-39,x
Cc1nn(-c2ccccc2)c(C)c1NC(=O)COC(=O)c1cc([N+](=O)[O-])ccc1NCCO,-2%,32%[activator],22µM*,5%,-4%,-21,90%[activator]
CCCCc1nc(S(=O)(=O)c2ccc(Cl)cc2)c(N2CCOCC2)o1,0%,2%,9%,-1%,-2%,1,-23%
COCC(C)n1c(C)cc(C(=O)CSc2nnc(N)s2)c1C (stereo not drawn),-23%,-2%,1%,1%,-3%,71,30%
CCN(CC)CCNC(=O)c1ccc(NC(=O)c2cc(-c3ccco3)nc3ccccc23)cc1,1%,-5%,u,4%,-17%,-12,39%
CN(C)C(=O)CN1C(=O)NC2(CCc3ccccc32)C1=O (stereo not drawn),2%,-7%,3%,4%,-11%,x,-10%
O=C(Nc1nc2ccccc2s1)c1cc(-c2ccccc2)nn1-c1ccccc1,-6%,36%[activator],u,u,3%,-75*,-25%
Cc1ccsc1/C=N/NC(=O)c1cc(-c2ccncc2)nc2ccccc12,-5%,-1%[11.6 µM],u,-5%,0%,-95*,161%[activator]
O=C1NC(=O)C(=Cc2ccc3c(c2)OCO3)C(=O)N1,x,x,x,-8%,2%,5,-14%
CC(C)N1C2OC(C3OC4C(O3)N(C(C)C)S(=O)(=O)N4C(C)C)OC2N(C(C)C)S1(=O)=O (stereo not drawn),-1%,3%,22%,-7%,-10%,-3,30%
CCc1nc(SCC#N)c(C#N)cc1C,x,x,x,-6%,-4%,x,2%
O=C(NC(=S)N(Cc1ccccc1)c1ccccn1)C1CC1,0%,0%,26%,-2%,-2%,-17,-9%
CCCCCOc1ccc(CSc2n[nH]c(C)n2)cc1,0%,3%,-11%,-1%,0%,-26,-4%
Cc1cc(F)ccc1C(O)c1ncc(-c2ccccc2F)[nH]1 (stereo not drawn),3%,-20%,x,x,x,46,x
COc1ccc2cc(CN(CCCN3CCOCC3)Cc3nnnn3C3CCCCC3)c(=O)[nH]c2c1,3%,56%[activator],1%,0%,0%,-25,129%[activator]
COCc1c(C(=O)OCc2c(C)noc2C)oc2ccccc12,1%,-15%,-12%,4%,-2%,5,0%
CCc1nnc(NC(=O)CSc2nc(-c3ccc(F)cc3)cc(-c3ccccc3)c2C#N)s1,1%,5%,12%,-1%,-1%,0,-1%
Cc1cc(C)c(CSc2ncc(-c3ccc([N+](=O)[O-])cc3)[nH]2)c(C)c1,0%,u,11µM*,-9%,3%,-13,-45%
O=S(=O)(NCC(c1cccnc1)N1CCN(c2ccccc2F)CC1)c1cccs1 (stereo not drawn),7%,9%,-2%,u,-2%,-3,25%
Cc1ccccc1Nc1nc(=O)c2cc([N+](=O)[O-])ccc2s1,-4%,14%[2.32 µM],8%,-11%,3%,u,-20%
COc1ccc(-n2ncc(C(=O)N3CCN(c4ccccn4)CC3)c2C2CCN(C(=O)OC(C)(C)C)CC2)cc1,-8%[15.4 µM],x,x,17%,x,u,x
CCN(CC(=O)Nc1ccc2c(c1)OCCO2)C(=O)CSCC(=O)Nc1ccc(C)cc1,2%,12%,u,u,x,-24,5%
COc1ccc(OC)c(Nc2nc3ccc(C)cc3n3cnnc23)c1,-8%,56%[activator],u,-7%,-1%,-39,30%
NC(=O)C1CCN(c2ncnc3c2cnn3-c2ccccc2)CC1,-8%[15.4 µM],x,x,3%,x,0,x

Two entries from above, with each value named:
COCc1c(C(=O)OCc2c(C)noc2C)oc2ccccc12
  TbPYK inhibitor: 1%; AMA1-RON2 inh: -15%; HCV inh: -12%; AmpC detergent: 4%; LmPK inhibitor: -2%; HCMV antiviral: 5; AmpC no deterg: 0%
CCc1nnc(NC(=O)CSc2nc(-c3ccc(F)cc3)cc(-c3ccccc3)c2C#N)s1
  TbPYK inhibitor: 1%; AMA1-RON2 inh: 5%; HCV inh: 12%; AmpC detergent: -1%; LmPK inhibitor: -1%; HCMV antiviral: 0; AmpC no deterg: -1%

(cont.)
molecule,TbPYK inhibitor,AMA1-RON2 inh,HCV inh,AmpC detergent,LmPK inhibitor,HCMV antiviral,AmpC no deterg
CC(=O)Nc1ccc(NC(=O)COC(=O)c2ccccc2C(=O)c2ccccc2)cc1,2%,9%,5%,-2%,x,-16,-38%
CCOC(=O)Nc1cc(Br)c2c(c1)OCCO2,-14%,-1%,-11%,-1%,-12%,33,-22%
Cc1cccc(NC(=O)C2CCCN2C(=O)OCc2ccccc2)c1 (stereo not drawn),-2%,12%,0%,-2%,x,-20,-1%
COc1ccc(-c2cc(C(=O)O)nc3ccc4ccccc4c23)cc1OC,3%,-8%,16%,10%,6%,71,3%
COc1cc(C(=O)NC2CC(C)(C)NC(C)(C)C2)cc(OC)c1OC,3%,23%,19%,1%,4%,21,-21%
COc1ccc(NC(=O)CSc2nnc(-c3cccnc3)o2)c(OC)c1,1%,0%,0%,-17%,x,22,-13%
O=C(NN1C(=O)/C(=C\c2cccnc2)SC1=S)c1ccco1,1%,-14%,-5%,-13%,0%,53,-23%
Cc1ccc(-c2csc(NC(=O)c3c(C)noc3C)n2)cc1,-3%,9%,u,-6%,x,14,-16%
Cc1ccc(OCCCOc2cccc3cccnc23)cc1C,-2%,-5%,-18%,-2%,0%,85,18%
COC(=O)C1=C(c2ccccc2)C[C@@H]2CC[C@H]1N2C(=O)NCc1ccc(C(F)(F)F)cc1,-7%,-4%,u,x,x,-15,x
COc1cc(C)c(Cl)cc1S(=O)(=O)n1ccnc1C,-6%,-2%,-1%,-1%,-2%,-16,0%
CSc1ncccc1C(=O)N1CCCC(Nc2ccc(F)c(F)c2)C1 (stereo not drawn),-4%,1%,x,x,x,-37,x
CC(C)c1ccc(C2c3c(oc4ccc(Cl)cc4c3=O)C(=O)N2CCCN2CCOCC2)cc1 (stereo not drawn),-24%,x,x,-6%,x,19,x
Cc1nnc(-c2cnn(C)c2N)n1CCCN(C)C,-3%,30%,14%,1%,1%,7,-25%
Cc1nc(-c2ccc(NC(=O)Cc3ccccc3)cc2)cs1,5%,5%,-4%,-6%,2%,29,-18%
CCc1ccc(NC(=O)CCc2c(C)nn(-c3ccc(N4CCCC4)nn3)c2C)cc1,0%,x,x,-1%,x,3,x
O=C(Nc1ccc2ccccc2c1)c1ccc(Br)o1,-14%,-3%,-30%,5%,-2%,53,-45%
COc1cccc(CNC(=O)c2ccc(-n3c(C)cc4c3CCC(C)C4)cc2)c1 (stereo not drawn),-5%,x,x,19%,x,-83*,x
O=C(/C(=C(\[O-])c1ccccc1)[n+]1ccc2ccccc2c1)c1ccc([N+](=O)[O-])cc1,1%,-19%,-2%,-11%,3%,29,-10%
CCOC(=O)c1c(C)[nH]c(C2=NNC(=Nc3ccc(OCC)cc3)SC2)c1C,-20%,-21%,u,-11%,1%,8,-51%
CCc1ccc(-c2cc(C)no2)cc1S(=O)(=O)N1CCOc2ccccc21,2%,21%,11µM*,0%,1%,-74*,-1%
Cc1ccc([C@@H]2CC=C(C(=O)O)[C@H](c3cccc(Cl)c3)N2S(=O)(=O)c2ccc(C)cc2)cc1,7%,14%,24%,u,x,-2,-15%
COc1ccc2[nH]c3c(N4CCC(O)(c5cccc(C(F)(F)F)c5)CC4)ncnc3c2c1,0%,-17%,6.3µM*,6%,0%,u,-24%
COc1cccc(-c2nnc3sc(-c4ccc(C)cc4)nn23)c1,x,x,x,-7%,3%,x,-25%
CCOc1ccc(N(CC)S(=O)(=O)N2CCCC(C(=O)Nc3cc(Cl)ccc3OC)C2)cc1 (stereo not drawn),-21%,x,x,17%,x,-9,x
CN1CCN(Cc2nc3ccccc3c(=O)n2Cc2nc(-c3ccccc3F)cs2)CC1,-22%,0%,u,-4%,-2%,13,263%[activator]
CCOC(=O)C1CCCN(C(=O)C2CCN(S(=O)(=O)c3cnc[nH]3)CC2)C1 (stereo not drawn),3%,-6%,8%,1%,-8%,-18,-19%
CCCCC(=O)NC(=S)Nc1cccc(C(=O)O)c1,14%,-25%,2%,6%,0%,-20,-13%
CCCCCC(=O)N/N=C/c1ccc(N(C)C)cc1,1%,-13%,17%,-6%,-1%,29,u
O=C(O)CC/C(=C\c1ccc(Cl)c([N+](=O)[O-])c1)c1nc2ccccc2s1,5%,-12%,29%,7%,6%,24,-26%
CCOC(=O)c1c(CSC(=N)N)n(C)c2cc(Br)c(OC(C)=O)cc12,2%,-12%,u,6%,4%,-12,20%
CC(=O)N1c2ccc(S(=O)(=O)N(C)CC(=O)NC(C)c3ccccc3)cc2CC1C (stereo not drawn),-9%,3%,u,u,4%,-25,29%
S=C1NCCOCCOCCOCCOCCN1,-2%,5%,3%,-3%,1%,-25,-15%
CCOc1ccc(NC(=O)c2c(Nc3ccccc3C)sc(C(=O)c3ccc(Cl)cc3)c2N)cc1,-15%,x,x,13%,x,22,x
CCC(=O)Nc1cccc(C2=NOC3(C2)C[C@H](C(N)=O)N(C(=O)Cc2ccc([N+](=O)[O-])cc2)C3)c1 (stereo partly drawn),0%,-4%,7%[8.37 µM],1%,-3%,-13,3%
CCOC(=O)c1c(NC(=S)Nc2ccc(OC)cc2)sc2c1CCCCC2,-11%,-8%,-21%,-4%,0%,-32,-27%
CCOCCc1nn2c(=O)cc(COC(=O)c3ccccc3NC(=O)c3cccs3)nc2s1,4%,x,x,-4%,x,4,x
CCC(C)NC(=O)CSc1nc2cc3c(cc2c(=O)n1Cc1ccco1)OCO3 (stereo not drawn),-1%,7%,-4%,-8%,2%,-17,-18%
OC[C@@H]1CN(Cc2ccc3c(c2)OCO3)C[C@H](n2cnc3c(NC4CC4)ncnc32)O1,2%,13%,x,x,x,14,x
CCOCCCN1CC(C(=O)NCCc2ccccc2)CC1=O (stereo not drawn),2%,-2%,-20%,-7%,3%,-29,-5%
CNC(=O)CSc1nc2nc(C)cc(C)n2n1,1%,0%,15%,-15%,3%,-5,-12%
CCC(C)NC(=O)Nc1ccc(C)cc1C (stereo not drawn),7%,0%,16%,-9%,-1%,-18,-9%
